Compound activity: PubChem BioAssay, several laboratories
HTR5A ag ctr: HTR5A agonists in luminescence cell assay, primary screen, counter-screen for OPRM1-OPRD1 heterodimer agonist project, full-deck HTS; 5-hydroxytryptamine receptor 5A (Homo sapiens), P47898; cell-based; activation, % at 9.3 µM; 340,000 tested, 0.61% active; in the data active means activation mostly above about 9.5%, no sharp cut-off; inactive means mostly below about 7.6%;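 further: 0% = cells with vehicle only and 100% = reference agonist; strong numbers were not always called active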
SR-BI HDL uptake: inhibitors of SR-BI mediated HDL lipid uptake, primary screen, ldlA[mSR-BI] cells, fluorescence, single point; ldlA[mSR-BI] CHO cells, DiI-HDL uptake fluorescence, 3 h; 320,000 tested, 0.96% active; inhibition, % at 12.5 µM; Scavenger receptor class B member 1 (Mus musculus), Q61009;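 active means mean replicate inhibition of at least 70% and a set share of replicates each scoring 70 or more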;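 further: 0% = median of neutral control wells and 100% = median of positive control wells; values of inactives mirror those of a sister screen read the other way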
Target sequence (Q61009 whole entry, looked up): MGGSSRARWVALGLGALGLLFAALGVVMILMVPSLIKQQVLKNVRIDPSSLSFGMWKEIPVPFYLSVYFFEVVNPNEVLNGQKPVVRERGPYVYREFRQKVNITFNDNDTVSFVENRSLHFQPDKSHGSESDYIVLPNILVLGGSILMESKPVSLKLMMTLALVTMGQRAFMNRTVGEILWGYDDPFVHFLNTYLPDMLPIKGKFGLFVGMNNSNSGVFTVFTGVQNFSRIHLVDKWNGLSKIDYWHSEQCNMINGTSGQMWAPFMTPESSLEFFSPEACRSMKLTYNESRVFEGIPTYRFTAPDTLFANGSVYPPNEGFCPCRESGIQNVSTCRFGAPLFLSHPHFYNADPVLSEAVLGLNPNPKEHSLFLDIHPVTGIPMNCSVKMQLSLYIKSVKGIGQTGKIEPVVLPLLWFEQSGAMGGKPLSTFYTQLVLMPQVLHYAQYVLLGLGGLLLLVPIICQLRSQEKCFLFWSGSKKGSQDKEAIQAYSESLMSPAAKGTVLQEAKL
CDK5 p35 inh: inhibitors of human CDK5/p35 kinase, primary screen, biochemical, single concentration. Cyclin-dependent kinase 5 (Homo sapiens) + Cyclin-dependent kinase 5 activator 1 (Homo …. Recombinant CDK5/p35, ADP-Glo luminescence, 60 min. inhibition, % at 10 µM. 330,000 tested, 0.01% active. AID 488839, 2010;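 active means highest replicate inhibition of at least 50% and at least 75% of replicates reaching 50%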;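 further: plate controls were DMSO neutral control for no effect and GW8510 at 10 µM for full effect; many of its hits are not listed in these tables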
SR-BI uptake up: activators of SR-BI mediated DiI-HDL uptake, primary screen, ldlA[mSR-BI] CHO cells, DiI fluorescence; 3 h; 100 = double the neutral-control signal; activation, % at 12.5 µM; 320,000 tested, 0.096% active;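 active means mean replicate activation of at least 60% and every replicate at or above 60%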;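 further: 0% = median plate neutral-control signal and 100% = twice that signal; values of inactives mirror those of a sister screen read the other way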
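Assay system: LDL receptor-deficient CHO ldlA cells overexpressing murine SR-BI / Medium: BSA-supplemented, HEPES-buffered Ham's F12, pH 7.4 / Probe or stimulus: DiI-labelled HDL at 10 µg/mL final / Timing: compound with DiI-HDL co-incubation, 3 h at 37 °C / Technique: bottom-read cell fluorescence after medium removal, ex 550/em 595 nm / Measure: HDL uptake via cellular fluorescence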
Rtt109 Vps75: inhibitors of C. albicans Rtt109/Vps75 HAT, primary screen, biochemical, ThioGlo CoA-SH fluorescence, plate reader; AID 540336, 2011; 330,000 tested, 0.16% active; purified Rtt109/Vps75, 4 h; Histone acetyltransferase RTT109 (Candida albicans (strain SC5314 / ATCC MYA-2876)), …; inhibition, % at 34.9 µM;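 active means inhibition of at least 50% in every replicate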
RTF Ca sens act: cardiac RTF calcium sensitivity activators, primary screen, biochemical, IANBD-TnC fluorescence, EC20 calcium | Troponin I, cardiac muscle (Homo sapiens) + Troponin T, cardiac muscle (Homo sapiens) + … | IANBD-labeled TnC RTF fluorescence at EC20 calcium; 0% EC20 calcium, 100% full calcium | activation, % at 7.2 µM | 340,000 tested, 0.24% active | AID 493008, 2010;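 active means activation above the mean over all tested compounds plus 3 SD, cut at about 30% in these data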;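 further: rise in fluorescence read as greater calcium sensitivity of cardiac thin filaments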
PvdQ inh: P. aeruginosa PvdQ acylase inhibitors, primary screen, biochemical, fluorescence, plate reader and imaging, single point. PvdQ acylase [Pseudomonas aeruginosa LESB58]. purified PvdQ acylase. 340,000 tested, 0.063% active. inhibition, % at 10 µM; in the data active means inhibition above about 30%, passing the limit was not always enough;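 further: 0% = vehicle neutral wells and 100% = reference inhibitor wells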
Wnt bcat act: Wnt/beta-catenin pathway activators, primary screen, cell-based, plate reader, single point | Wnt/beta-catenin reporter cell assay, activator | activation, % at 9.35 µM | 300,000 tested, 1.2% active; in the data active means activation above about 30%, passing the limit was not always enough;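 further: 0% = neutral control wells and 100% = positive control wells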
MITF act: activators of MITF-driven TRPM1 promoter reporter, primary screen, cell-based, SK-MEL-5, luciferase, single point; SK-MEL-5 TRPM1-promoter luciferase, 24 h; % of positive control, neutral wells = 0; activation, % at 12.5 µM; 300,000 tested, 0.75% active;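 active means mean activation of at least 80% with every replicate also reaching 80%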;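 further: 0% = neutral control wells and 100% = parthenolide positive control wells; values of inactives mirror those of a sister screen read the other way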
dFosB activator: activators of delta FosB homodimer, primary screen, biochemical, fluorescence polarization, TAMRA-CDK5 oligo, single point; Protein FosB (Mus musculus), P13346; purified delta FosB; percent of positive-control signal above neutral wells; activation, % at 25 µM; 340,000 tested, 0.99% active; AID 493131, 2011;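 active means mean activation above about 17%, with every replicate also reaching it, limit read from the data, passing the limit was not always enough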;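 further: fluorescence polarization rise as delta FosB binds a TAMRA Cdk5 AP-1 oligo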
Target sequence (P13346 whole entry, looked up): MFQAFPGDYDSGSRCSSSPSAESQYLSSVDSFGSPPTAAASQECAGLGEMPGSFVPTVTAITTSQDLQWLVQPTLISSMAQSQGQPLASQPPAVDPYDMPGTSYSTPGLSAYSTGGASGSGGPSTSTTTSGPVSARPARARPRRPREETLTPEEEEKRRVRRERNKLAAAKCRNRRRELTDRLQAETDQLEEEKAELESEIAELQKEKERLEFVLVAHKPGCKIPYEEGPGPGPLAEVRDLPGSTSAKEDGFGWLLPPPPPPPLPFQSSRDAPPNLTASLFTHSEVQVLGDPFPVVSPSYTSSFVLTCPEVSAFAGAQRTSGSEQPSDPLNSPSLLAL
Numbers without * were called inactive; . = no result given.

SMILES	HTR5A ag ctr	SR-BI HDL uptake	CDK5 p35 inh	SR-BI uptake up	Rtt109 Vps75	RTF Ca sens act	PvdQ inh	Wnt bcat act	MITF act	dFosB activator
COC(=O)C1=C(C)NC(C)=C(C(=O)OCCN(C)Cc2ccccc2)C1c1cccc([N+](=O)[O-])c1 (configuration not stated)	-2.5	12.7	-4.2	-12.7	4.5	4.0	-6.9	-4.1	-5.9	-6.8
C1=C(CCNc2ncnc3c2cnn3-c2ccccc2)CCCC1	5.1	6.7	-2.4	-6.7	23.2	-6.8	2.3	26.8	94.3*	-9.7
Cc1ccc(S(=O)(=O)n2c(CN3CCCC(C)C3)nc3ccccc32)cc1 (configuration not stated)	0.1	-18.9	0.9	18.9	23.8	4.3	4.1	.	-8.9	-2.6
C[C@@H]1CCC[C@]2(O[C@H](CCO)C[C@H](O)[C@H]2O)O1	-7.4	-23.0	1.3	23.0	-10.8	-3.9	10.2	0.7	6.3	-2.2
CC1=C(C#N)C(c2ccoc2)C(C(=O)OCc2ccccc2)=C(N)S1 (configuration not stated)	2.0	12.1	-0.9	-12.1	5.3	2.3	-3.2	.	-4.8	-7.2
O=C(NCCCN1CCCC1)c1cc2c(Cl)nc3ccccc3c2s1	-3.1	49.8	-1.0	-49.8	.	-3.1	4.6	-1.0	4.9	-60.1
COc1ccc(NC(=O)c2onc(C)c2Cl)cc1	3.7	.	0.2	.	4.3	2.2	-5.7	23.1	46.8	-8.4
CCOC(=O)CC1(NC(=O)c2cc(COc3c(F)cccc3F)on2)CCCCC1	-2.1	21.1	0.7	-21.1	0.8	-6.5	-6.1	-0.1	5.7	-2.8
CCOc1ccc(NCc2ccccc2OCc2cccc(F)c2)cc1	-2.8	15.0	-0.5	-15.0	-17.7	4.0	6.7	-0.3	-33.1	-4.9
COc1ccc(NC(=O)C(Sc2nnc(-c3ccncc3)n2-c2ccccc2C)c2ccccc2)cc1Cl (configuration not stated)	2.8	-15.8	-6.0	15.8	2.6	-1.2	1.4	-6.2	-0.5	0.4
O=C(Nc1cccc2ncccc12)c1cccnc1	5.0	-3.9	0.1	3.9	6.8	1.6	1.3	.	-4.5	-2.7
O=[N+]([O-])c1ccc(N=NN(CCO)CCO)cc1	3.3	-11.7	-0.9	11.7	.	-1.6	8.5	-1.0	-12.2	-4.1
CCOC(=O)[C@H]1[C@H]2COc3ccc(Cl)cc3[C@@H]2N2C(=O)c3cc(OC)ccc3NC(=O)[C@@]12C	4.6	0.3	-0.2	-0.3	16.2	-3.3	8.3	-2.9	14.7	6.6
C/C(=N/NC(=O)c1cccs1)c1ccc(N2CCOCC2)cc1	1.0	-9.2	.	9.2	-11.7	-5.3	9.9	-0.6	19.4	-2.0
Cn1c(N)c(C(=O)CSc2nnnn2-c2ccccc2)c(=O)n(C)c1=O	9.4	.	-0.8	.	-7.2	1.7	-11.4	1.6	-10.7	13.6
S=c1[nH]nc(-c2ccccn2)n1/N=C/c1cccc(Cl)c1	-2.5	-12.1	-2.6	12.1	-0.3	2.3	-16.1	2.0	1.7	4.5
O=C(COC(=O)CCCc1c[nH]c2ccccc12)Nc1ccc2c(c1)OCO2	1.5	-18.7	-0.4	18.7	6.3	3.7	-4.9	0.1	-4.1	-14.1
Cc1cc(C(=O)O)cc(S(=O)(=O)NNC(=O)c2cccs2)c1C	2.7	-22.3	-2.5	22.3	-7.1	4.4	-7.6	-2.7	.	1.1
COc1ccc(-c2n[nH]c(C)c2-c2cnn(-c3ccccc3)c2)c(O)c1C	0.4	28.4	0.9	-28.4	12.7	-5.6	0.0	25.6	.	-3.6
O=S(=O)(Nc1ccccn1)c1cccc(S(=O)(=O)c2ccc(Cl)cc2)c1	-0.1	-28.2	0.4	28.2	-3.1	-5.5	-7.2	-2.8	0.1	-6.3
N/C(=N\OC(=O)CCCOc1ccccc1)c1cccc([N+](=O)[O-])c1	6.0	-5.2	-1.2	5.2	-10.1	-1.4	-14.7	-0.3	3.3	3.7
O=C1c2ccccc2NC(c2ccccc2Cl)N1N=C1CCCCCC1 (configuration not stated)	-0.3	6.0	-4.1	-6.0	0.2	7.2	-13.5	4.9	79.0	-3.9
Cn1ncc(Br)c1C(=O)Nc1cccc(C(F)(F)F)c1	9.7	.	-0.4	.	-1.5	-3.1	-17.5	0.1	-2.0	-5.3
CCOc1ccccc1Nc1nnc(SCC(=O)NC(Cc2c[nH]c3ccccc23)C(=O)O)s1 (configuration not stated)	0.0	5.3	-1.3	-5.3	5.8	-2.6	-3.5	-0.4	-4.8	-9.1
O=C(NC1CCN(C(=S)NCc2ccco2)CC1)NC12CC3CC(CC(C3)C1)C2	2.2	-31.4	0.3	31.4	2.8	-2.6	22.0	.	-8.1	-3.5

Reformatted with values under each structure: ten of the compounds above.
Results follow in this order: HTR5A ag ctr	SR-BI HDL uptake	CDK5 p35 inh	SR-BI uptake up	Rtt109 Vps75	RTF Ca sens act	PvdQ inh	Wnt bcat act	MITF act	dFosB activator
COC(=O)C1=C(C)NC(C)=C(C(=O)OCCN(C)Cc2ccccc2)C1c1cccc([N+](=O)[O-])c1 (configuration not stated)
 : -2.5	12.7	-4.2	-12.7	4.5	4.0	-6.9	-4.1	-5.9	-6.8
C1=C(CCNc2ncnc3c2cnn3-c2ccccc2)CCCC1
 : 5.1	6.7	-2.4	-6.7	23.2	-6.8	2.3	26.8	94.3*	-9.7
Cc1ccc(S(=O)(=O)n2c(CN3CCCC(C)C3)nc3ccccc32)cc1 (configuration not stated)
 : 0.1	-18.9	0.9	18.9	23.8	4.3	4.1	.	-8.9	-2.6
C[C@@H]1CCC[C@]2(O[C@H](CCO)C[C@H](O)[C@H]2O)O1
 : -7.4	-23.0	1.3	23.0	-10.8	-3.9	10.2	0.7	6.3	-2.2
CC1=C(C#N)C(c2ccoc2)C(C(=O)OCc2ccccc2)=C(N)S1 (configuration not stated)
 : 2.0	12.1	-0.9	-12.1	5.3	2.3	-3.2	.	-4.8	-7.2
O=C(NCCCN1CCCC1)c1cc2c(Cl)nc3ccccc3c2s1
 : -3.1	49.8	-1.0	-49.8	.	-3.1	4.6	-1.0	4.9	-60.1
COc1ccc(NC(=O)c2onc(C)c2Cl)cc1
 : 3.7	.	0.2	.	4.3	2.2	-5.7	23.1	46.8	-8.4
CCOC(=O)CC1(NC(=O)c2cc(COc3c(F)cccc3F)on2)CCCCC1
 : -2.1	21.1	0.7	-21.1	0.8	-6.5	-6.1	-0.1	5.7	-2.8
CCOc1ccc(NCc2ccccc2OCc2cccc(F)c2)cc1
 : -2.8	15.0	-0.5	-15.0	-17.7	4.0	6.7	-0.3	-33.1	-4.9
COc1ccc(NC(=O)C(Sc2nnc(-c3ccncc3)n2-c2ccccc2C)c2ccccc2)cc1Cl (configuration not stated)
 : 2.8	-15.8	-6.0	15.8	2.6	-1.2	1.4	-6.2	-0.5	0.4
